# Bioassay records as filed in PubChem BioAssay.
# FH mod = Identification of activators of human fumarate hydratase by quantitative high-throughput screening. Fumarate hydratase, mitochondrial (Homo sapiens), P07954. FH coupled MDH/diaphorase resazurin fluorescence, 15 min. Potency, µM (highest dose often 79.9 µM), for inactives: top-dose activity change, negative = inhibition, actives largely listed as inhibitors. hit rate 0.22% among 54,000. AID 1347055, 2019; also: the screen sought activators but most active calls are inhibition curves; nearly all actives have a fitted effect of over 45% in size
# Target sequence (P07954 whole entry, looked up): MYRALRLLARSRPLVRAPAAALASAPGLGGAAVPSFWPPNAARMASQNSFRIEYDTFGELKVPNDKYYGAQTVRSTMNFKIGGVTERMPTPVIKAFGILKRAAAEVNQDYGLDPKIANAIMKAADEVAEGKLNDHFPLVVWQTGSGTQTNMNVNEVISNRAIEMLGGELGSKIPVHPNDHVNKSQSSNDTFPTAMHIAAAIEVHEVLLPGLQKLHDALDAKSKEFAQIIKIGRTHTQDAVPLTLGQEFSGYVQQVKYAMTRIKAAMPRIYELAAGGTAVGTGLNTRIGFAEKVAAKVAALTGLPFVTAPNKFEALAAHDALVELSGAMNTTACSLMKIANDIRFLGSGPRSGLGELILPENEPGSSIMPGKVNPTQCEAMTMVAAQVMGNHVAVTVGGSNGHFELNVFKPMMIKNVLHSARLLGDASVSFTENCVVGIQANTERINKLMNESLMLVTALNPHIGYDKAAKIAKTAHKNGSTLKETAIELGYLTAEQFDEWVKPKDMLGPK
# NTMT1 inhibitor = NTMT1 methyltransferase inhibition | hit rate 2.5% among 59,000 | Q9BV86 | Potency, µM (titrated, usually from 114 µM), for inactives: at the highest dose activity change, negative = inhibition, most hits filed as inhibitors | AID 1645870 | NTMT1 MTase-Glo SAH luminescence, purified enzyme;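 also: plate controls were DMSO vehicle for no effect and no enzyme for full effect; nearly all actives have a fitted effect of over 65% in size; many of its hits are not listed in these tables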
# Target sequence (Q9BV86 whole entry, looked up): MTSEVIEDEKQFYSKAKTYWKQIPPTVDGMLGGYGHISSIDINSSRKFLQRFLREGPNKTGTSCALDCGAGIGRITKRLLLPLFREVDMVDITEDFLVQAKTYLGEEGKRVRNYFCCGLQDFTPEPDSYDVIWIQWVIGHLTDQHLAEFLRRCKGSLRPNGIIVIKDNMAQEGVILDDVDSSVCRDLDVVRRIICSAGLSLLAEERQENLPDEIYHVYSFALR
# Starred values were filed as active, the others as inactive; ? = inconclusive; & = joins results of further samples; ! = not active in a repeat; [ ] = dose if it differs, or a comment. Calls follow the shape of the dose curve; as a rule, active = well fitted curve in the direction sought with a large enough effect; inconclusive = small, poorly fitted or top-dose-only effect, or another doubt; inactive = no such curve, though single readings can be large; an effect the other way counts as inactive or inconclusive. Unless noted, % is scaled to controls: 0 for no effect and ±100 for the full control effect; potency is read from the fitted curve at half-maximal effect. These rows are one share of the data; count on the stated rates, not on these rows.
# Fields – FH mod, NTMT1 inhibitor
> CC1=C2C(=O)C=C(CO)C2C2OC(=O)C(CS(=O)(=O)O)C2C(OC(=O)Cc2ccc(O)cc2)C1 (stereo not given)
  -9.1%[53.3 µM], -12.6%[29.8 µM]
> CCCCC(CC)COC(=O)/C=C/c1ccc(OC)cc1 (stereo not given)
  -10.9%[53.3 µM], 23.0%[57.5 µM]
> COc1cc2c(cc1OC)N1C(=O)C[C@@]34C=CC[N@+]5([O-])CC[C@H]2[C@H](CC3)[C@@]145
  -1.6%[53.3 µM], 1.3%[29.8 µM]
> Nc1nc2c(ncn2[C@@H]2O[C@H](CO)[C@@H](O)[C@H]2O)c(=O)[nH]1
  5.6%, 4.1%[57.5 µM]
> O=C(OC[C@H]1O[C@H](O[C@]2(CO)O[C@H](CO)[C@@H](O)[C@@H]2O)[C@H](O)[C@@H](O)[C@@H]1O)c1ccccc1
  2.6%[53.3 µM], -5.7%[29.8 µM]
> C[C@@H]1O[C@@H](O[C@@H]2CO[C@@H](O[C@H]3CC[C@@]4(C)C(CC[C@]5(C)C4CC=C4[C@@H]6CC(C)(C)CC[C@]6(C(=O)O[C@@H]6O[C@H](CO)[C@@H](O)[C@H](O)[C@H]6O)CC[C@]45C)[C@]3(C)CO)[C@H](O)[C@H]2O[C@@H]2O[C@H](CO)[C@@H](O)[C@H](O)[C@H]2O)[C@H](O)[C@H](O)[C@H]1O (stereo not given in full)
  ?, 5.5%[12.6 µM]
> CC(C)[C@H](CO)Nc1nc(Nc2ccc(C(=O)O)c(Cl)c2)c2ncn(C(C)C)c2n1
  -3.1%&-1.4%[53.3 µM], 3.8%
> CC(C)CCCCC(=O)N[C@@H](CO)C(=O)N[C@@H](CC(C)C)C(=O)[C@@]1(CO)CO1
  1.6%, 10.9%[57.5 µM]
> COC(=O)C1=CO[C@@H](O[C@@H]2O[C@H](CO)[C@@H](O)[C@H](O)[C@H]2O)[C@@H]2C(CO)=CC[C@]12O
  8.1%[53.3 µM], 8.9%[29.8 µM]
> CC(=O)/C=C/C1(O)C(C)(C)CC(O)CC1(C)O (stereo not given)
  7.5%, 6.7%[57.5 µM]
> Cc1ccc(/C=N/n2c(-c3ccccc3)csc2=S)cc1
  -3.9%[53.3 µM], -0.4%[57.5 µM]
> CCN(CC)CCNC(=O)COc1ccc(OC)cc1
  7.0%[53.3 µM], 29.2%[57.5 µM]
> CCOC(=O)N1CCN(/[N+]([O-])=N/Oc2ccc([N+](=O)[O-])cc2[N+](=O)[O-])CC1
  -17.1%[53.3 µM], 3.0%
> CC[C@@]1(O)C(=O)OCc2c1cc1n(c2=O)Cc2cc3c(CN(C)C)c(O)ccc3nc2-1
  ?, -4.3%&8.6%&3.1%[57.5 µM]
> OC[C@H]1O[C@@H]2O[C@H]3[C@H](O)[C@@H](O)[C@@H](O[C@H]4[C@H](O)[C@@H](O)[C@@H](O[C@H]5[C@H](O)[C@@H](O)[C@@H](O[C@H]6[C@H](O)[C@@H](O)[C@@H](O[C@H]7[C@H](O)[C@@H](O)[C@@H](O[C@H]8[C@H](O)[C@@H](O)[C@@H](O[C@H]1[C@H](O)[C@H]2O)O[C@@H]8CO)O[C@@H]7CO)O[C@@H]6CO)O[C@@H]5CO)O[C@@H]4CO)O[C@@H]3CO
  4.7%[53.3 µM], 11.3%[57.5 µM]
> COc1ccc2cc1Oc1ccc(cc1)C[C@H]1c3c(cc4c(c3Oc3cc5c(cc3OC)CCN(C)[C@@H]5C2)OCO4)CCN1C
  -2.7%, 7.6%&32.6%[57.5 µM]
> CC(C)(C)NCc1cc(Nc2ccnc3cc(Cl)ccc23)c2c(c1O)CCCC2
  -0.1%[0.673 µM], 11.1%[0.501 µM]
> CC(=O)Oc1cccc(O)c1
  -2.3%[53.3 µM], 22.4%[57.5 µM]
> C[C@@H]1O[C@@H](OC2C(O[C@H]3[C@H](O[C@H]4CC[C@@]5(C)C(CC[C@]6(C)C5CC=C5C7CC(C)(C)CC(O)[C@]7(C)CC[C@]56C)C4(C)C)O[C@H](C(=O)O)[C@@H](O)[C@@H]3O)OC(CO)C(O)C2O)[C@H](O)[C@H](O)[C@H]1O (stereo not given in full)
  -1.0%[20.6 µM], 7.6%[12.6 µM]
> Nc1ccc(O)c(C(=O)O)c1
  ?, 39.8µM*
> Cc1ccccc1N1C(=O)c2cc(S(N)(=O)=O)c(Cl)cc2NC1C (stereo not given)
  -13.2%&8.0%&2.1%[53.3 µM], 16.0%
> CC(=O)OCC1OC(OC2COC(OC3COC(OC4C(OC5C(CO)OC(OC6CCC7(C)C(CCC8(C)C7CC=C7C9CC(C)(C)CCC9(C(=O)OC9OC(CO)C(O)C(O)C9OC9OCC(OC%10OCC(O)(CO)C%10O)C(O)C9O)C(O)CC78C)C6(C)C)C(O)C5O)OCC(O)C4O)C(O)C3O)C(O)C2O)C(OC(=O)/C=C/c2ccccc2)C(O)C1OC(C)=O (stereo not given)
  -1.0%[13.5 µM], 5.1%[6.45 µM]
> OC(CCN1CCCCC1)(c1ccccc1)C1CC2C=CC1C2 (stereo not given)
  -15.0%&-5.7%&-5.0%[53.3 µM], -2.1%
> CC1(O)CCC2C(C3C1CCC3(C)O)C2(C)C (stereo not given)
  -2.5%, 23.0%[57.5 µM]
> CN(C)CCCNc1nc(CN2CCN(C(c3ccc(Cl)cc3)c3ccc(Cl)cc3)CC2)nc2ccccc12
  0.6%, 3.2%[57.5 µM]
> CC1=COC(OC2OC(CO)C(O)C(O)C2O)C2C(CO)CC(OC(=O)/C=C/c3ccc(O)cc3)C12 (stereo not given)
  0.8%[53.3 µM], -3.8%[29.8 µM]
> CN(Cc1cnc2nc(N)nc(N)c2n1)c1ccc(C(=O)N[C@@H](CCC(=O)O)C(=O)O)cc1
  -32.1%&-1.6%&3.9%[53.3 µM], 0.9%
> C[C@@H]1C(=O)OC[C@H]2C(C(=O)O)=C[C@@H]3CC(C)(C)C[C@]312
  -0.3%, ?
> COc1cc2c(cc1OC)[C@@H]1CC(=O)[C@@H](CC(C)C)CN1CC2
  -5.9%[53.3 µM], 30.5%[activator][57.5 µM]
> O=C1CC[C@@H](C(=O)N2CSC[C@H]2C(=O)O)N1
  2.3%, 2.6%[57.5 µM]
> CN(Cc1ccc(C(C)(C)C)cc1)Cc1cccc2ccccc12
  1.1%[53.3 µM], 13.1%[57.5 µM]
> Cc1cc(C)c(S(=O)(=O)N(Cc2ccc(-c3cccc(S(C)(=O)=O)c3)cc2)Cc2ccc(C(F)(F)F)o2)c(C)c1
  6.1%, 4.7%[57.5 µM]
> CC(c1ncncc1F)C(O)(Cn1cncn1)c1ccc(F)cc1F (stereo not given)
  0.6%, 4.0%[57.5 µM]
> O=C(O)C(=O)Nc1cccc(-c2nn[nH]n2)c1
  2.6%[53.3 µM], ?
> Cn1cc(S(=O)(=O)c2ccc(Cl)cc2)c2cccc(N3CCNCC3)c21
  20.6%, 0.2%[57.5 µM]
> CO[C@H]1C=CO[C@@]2(C)Oc3c(C)c(O)c4c(O)c(c(/C=N/N5CCN(C)CC5)c(O)c4c3C2=O)NC(=O)/C(C)=C\C=C[C@H](C)[C@H](O)[C@@H](C)[C@@H](O)[C@@H](C)[C@H](OC(C)=O)[C@@H]1C
  -26.1%[53.3 µM], ?
> C=C[C@](C)(O)CC[C@H]1C(C)=CC(=O)[C@H]2C(C)(C)CCC[C@]12C
  -0.6%, 14.2%[57.5 µM]
> O=C1CCCC2=C1C(c1ccccc1I)N=C(Nc1nc3ccccc3o1)N2 (stereo not given)
  1.2%, 4.7%
> CC(C)C(=O)Oc1ccc(CO)cc1[C@H](CCN(C(C)C)C(C)C)c1ccccc1
  ?, 21.5µM*!
> Cc1nc([N+](=O)[O-])cn1-c1ccc([N+](=O)[O-])cc1
  3.7%[53.3 µM], 18.1%[57.5 µM]

# Complete entries, looked up by structure. Order of values: FH mod, NTMT1 inhibitor
# `COc1ccc2cc1Oc1ccc(cc1)C[C@H]1c3c(cc4c(c3Oc3cc5c(cc3OC)CCN(C)[C@@H]5C2)OCO4)CCN1C` reads -2.7%, 7.6%&32.6%[57.5 µM]
# `O=C1CCCC2=C1C(c1ccccc1I)N=C(Nc1nc3ccccc3o1)N2` (stereo not given) reads 1.2%, 4.7%
# `CC1=C2C(=O)C=C(CO)C2C2OC(=O)C(CS(=O)(=O)O)C2C(OC(=O)Cc2ccc(O)cc2)C1` (stereo not given) reads -9.1%[53.3 µM], -12.6%[29.8 µM]
# `CC(c1ncncc1F)C(O)(Cn1cncn1)c1ccc(F)cc1F` (stereo not given) reads 0.6%, 4.0%[57.5 µM]
# `O=C(OC[C@H]1O[C@H](O[C@]2(CO)O[C@H](CO)[C@@H](O)[C@@H]2O)[C@H](O)[C@@H](O)[C@@H]1O)c1ccccc1` reads 2.6%[53.3 µM], -5.7%[29.8 µM]

# (listing goes on)
# Fields – FH mod, NTMT1 inhibitor
> C=C1C(O)CC2C(C(=O)O)=COC(OC3OC(CO)C(O)C(O)C3OC(=O)/C=C\c3ccc(O)cc3)C12 (stereo not given)
  -6.1%[53.3 µM], -3.1%[29.8 µM]
> CC(C)[C@H]1CC[C@@]2(O)COC(=O)[C@H]2[C@@H]1/C=C(\CO)C(=O)O
  7.2%, 3.2%[57.5 µM]
> O=C(O)CCc1nc2ccccc2[nH]1
  3.5%[53.3 µM], ?
> OC(CN1CCN(c2cccc(Cl)c2)CC1)C(c1ccccc1)c1ccccc1 (stereo not given)
  -18.4%, 6.0%&23.9%[57.5 µM]
> C#CCN(C)Cc1ccccc1
  -1.5%&-8.5%[53.3 µM], ?
> CC(=O)N[C@H]1[C@H]([C@H](O)[C@H](O)CO)OC(C(=O)O)=C[C@@H]1N=C(N)N
  3.8%[53.3 µM], 24.8%[57.5 µM]
> CCC(=O)NS(=O)(=O)c1ccc(-c2c(-c3ccccc3)noc2C)cc1
  0.1%, 1.3%[57.5 µM]
> CC1(c2ccccc2)OC(C(=O)O)=CC1=O (stereo not given)
  -0.8%[53.3 µM], ?
> CC(C)S(=O)(=O)NC[C@H](C)c1ccc(NC(=O)c2cc(F)cc(F)c2)cc1
  0.7%, -1.6%[57.5 µM]
> COc1ccc(CCC(=O)c2c(O)cc(O[C@@H]3O[C@H](CO)[C@@H](O)[C@H](O)[C@H]3O[C@@H]3O[C@@H](C)[C@H](O)[C@@H](O)[C@H]3O)cc2O)cc1O
  8.4%, 5.5%[57.5 µM]
> COc1ccccc1N1CCN(CC[C@@](C)(C(=O)C2CCCCC2)c2ccccc2)CC1
  -6.5%, ?
